Source: PubChem
Pf growth 96h: P. falciparum growth inhibition at 96 hours; P. falciparum luciferase reporter growth, 96 h; Potency, µM (series often up to 28.7 µM), without a hit: at the top dose activity change, negative = inhibition, actives largely listed as inhibitors; hit rate 6.9% among 320,000; AID 504834; further: potency means the concentration at half of the fitted maximal effect; on the % scale 0 is the no-effect control and ±100 the full control effect
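Two parasite generations (96 h, 37 C, 5% CO2) of compound exposure in infected erythrocytes (0.05% parasitemia, 2% hematocrit). Luciferase-reporter P. falciparum; decreased luminescence indicates inhibited growth, aimed at apicoplast-acting delayed death.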
LmPK inhibitor: blocks Leishmania mexicana pyruvate kinase activity. purified LmPK, Kinase-Glo ATP luminescence, 1 h. Potency, µM (titrated, usually from 57.5 µM), inactives show at the highest dose activity change, negative = inhibition, actives largely listed as inhibitors. hit rate 0.37% among 290,000. AID 1721; further: potency means the concentration at half of the fitted maximal effect; on the % scale 0 is the no-effect control and ±100 the full control effect
Target sequence (Q27686 whole entry, looked up): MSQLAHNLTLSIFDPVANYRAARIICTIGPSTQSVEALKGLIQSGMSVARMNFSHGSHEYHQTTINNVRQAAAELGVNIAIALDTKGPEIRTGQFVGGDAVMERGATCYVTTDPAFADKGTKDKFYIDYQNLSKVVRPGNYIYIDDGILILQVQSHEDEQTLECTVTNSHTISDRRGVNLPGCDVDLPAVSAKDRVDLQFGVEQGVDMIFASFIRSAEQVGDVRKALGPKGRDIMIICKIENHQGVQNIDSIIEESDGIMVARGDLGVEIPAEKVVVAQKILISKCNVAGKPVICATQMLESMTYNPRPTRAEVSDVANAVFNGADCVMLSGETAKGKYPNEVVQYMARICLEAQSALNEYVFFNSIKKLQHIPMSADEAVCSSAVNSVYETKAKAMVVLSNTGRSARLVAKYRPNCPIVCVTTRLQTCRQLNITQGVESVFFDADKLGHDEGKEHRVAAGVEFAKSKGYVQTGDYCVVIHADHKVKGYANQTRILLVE
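0.1 nM LmPK, 0.5 mM PEP, 0.1 mM ADP; 50 mM imidazole pH 7.2, 7 mM MgCl2, 50 mM KCl; 1 h RT. Kinase-Glo luminescence readout, normalized to no-enzyme (full inhibition) and uninhibited wells.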
AMA1 RON2 block: AMA1-RON2 (P. falciparum) interaction inhibition | Potency, µM (top dose mostly 58.2 µM), without a hit: at the highest dose activity change, negative = inhibition, usual class: inhibitors | AlphaScreen AMA1-biotinylated RON2 peptide binding | AID 720542 | hit rate 0.2% among 360,000;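 further: potency means the concentration at half of the fitted maximal effect; 0% = vehicle wells and -100% = peptide control; nearly all actives have a fitted effect of over 45% in size; some results filed as inactive show a strong effect at the top dose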
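AMA1 (3D7) with his tag at 25 nM final met compounds first, then biotinylated RON2 peptide at 25 nM; detection used donor plus acceptor beads, 10 µg/mL apiece, read by AlphaScreen after 30 min at room temperature.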
CHX counter: counter-screen for Shiga toxin inhibitors: cycloheximide protein synthesis inhibition; cell reporter, cycloheximide protein synthesis inhibition counterscreen; max response, %; hit rate 12% among 300,000; in the data active means max response mostly above about 13%, no sharp cut-off; inactive means mostly below about 14%; further: read at 38.3 µM for the half of the compounds with a filed dose; 0% is about no effect
Shiga toxin inh: Shiga toxin inhibition; Vero cells, Shiga toxin protein synthesis inhibition reporter; inhibition, % at 38.7 µM; hit rate 9.2% among 290,000; AID 2315; in the data active means inhibition mostly above about 28%, no sharp cut-off; inactive means mostly below about 43%; further: 0% is about no effect
TbPYK inhibitor: inhibitors of Trypanosoma brucei pyruvate kinase; Q57TT1; TbPYK enzyme, Kinase-Glo Plus ATP luminescence, 45 min; Potency, µM (top dose mostly 76.8 µM), for the others: at the top dose activity, negative = inhibition, hits mostly inhibitors; hit rate 0.12% among 410,000; further: potency means the concentration at half of the fitted maximal effect; on the % scale 0 is the no-effect control and ±100 the full control effect; nearly all actives have a fitted effect of over 50% in size
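Readout: single end-point luminescence (Kinase-Glo Plus, 10 min). Reaction conditions were TbPYK/substrate plus 130 uM ADP, 45 min at RT, pH 7.2 TEA buffer. No-enzyme wells served as controls, and data were normalized before concentration-response fitting.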
Pf growth 48h: P. falciparum growth inhibition at 48 hours (one generation) | P. falciparum luciferase growth in erythrocytes, 48 h | Potency, µM (titrated, usually from 28.7 µM), for inactives: top-dose activity change, negative = inhibition, usual class: inhibitors | hit rate 5.9% among 310,000 | AID 504832; further: potency means the concentration at half of the fitted maximal effect; on the % scale 0 is the no-effect control and ±100 the full control effect
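Parasite viability was followed by luminescence of a genomically integrated firefly luciferase. Cultures held 0.1% parasitemia at 2% hematocrit (final), incubated under 5% CO2 at 37 C.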
* marks the source's active call; other numbers are inactive results; [ ] = dose if it differs, or a comment. Unless noted, the call rests on the fitted dose curve; in most records, active means well fitted curve in the direction sought with a large enough effect; inconclusive means small, poorly fitted or top-dose-only effect, or another doubt; inactive means no such curve, though single readings can be large; an effect the other way counts as inactive or inconclusive.

How did CC(=O)c1nnn(-c2nc(N)nc(N(c3ccccc3)c3ccccc3)n2)c1C do in these assays?
Pf growth 96h: inconclusive; LmPK inhibitor: 0%; AMA1 RON2 block: 4%; CHX counter: -2; Shiga toxin inh: -23; TbPYK inhibitor: -4%; Pf growth 48h: inconclusive

What do the screens show for `O=C(Nc1nnc(C2=COCCO2)o1)C1CCCCC1`?
Pf growth 96h: -4%; LmPK inhibitor: 1%[11.5 µM]; AMA1 RON2 block: 20%; CHX counter: 8; Shiga toxin inh: -11; TbPYK inhibitor: 2%; Pf growth 48h: 11%

How did O=C(O)CSc1nnc(COc2ccc([N+](=O)[O-])cc2)n1-c1ccccc1 do in these assays?
Pf growth 96h: -1%; LmPK inhibitor: 7%; AMA1 RON2 block: -5%; CHX counter: -6; Shiga toxin inh: -4; TbPYK inhibitor: 1%; Pf growth 48h: 6%

How did COc1cc(NC(=O)c2cccc(C)c2)ccc1NC(=O)c1cc2ccccc2o1 do in these assays?
Pf growth 96h: 44%[activator]; LmPK inhibitor: 0%; AMA1 RON2 block: -9%; CHX counter: 13*; Shiga toxin inh: 49; TbPYK inhibitor: -2%; Pf growth 48h: 75%[activator]

How did CCn1c(SCC(=O)NC(=O)NC(C)(C)C)nc2ccccc21 do in these assays?
Pf growth 96h: 21%; LmPK inhibitor: 4%; AMA1 RON2 block: 7%; CHX counter: 26; Shiga toxin inh: 18; TbPYK inhibitor: -30%; Pf growth 48h: 5%

Results for N=c1c(S(=O)(=O)c2ccccc2)cc2c(=O)n3ccccc3nc2n1CC1CCCO1 (centres undefined) ?
Pf growth 96h: inconclusive; LmPK inhibitor: 3%; AMA1 RON2 block: 24%; CHX counter: -7; Shiga toxin inh: 2; TbPYK inhibitor: -5%; Pf growth 48h: -12%

How did COCCCNC(=O)[C@H](Cc1c[nH]c2ccccc12)NC(=O)OCc1ccccc1 do in these assays?
Pf growth 96h: 34%[activator]; LmPK inhibitor: -6%; AMA1 RON2 block: 18%; CHX counter: 1; Shiga toxin inh: 20; TbPYK inhibitor: 1%; Pf growth 48h: -14%

Results for O=S1(=O)CCC(NS(=O)(=O)c2cccc3cccnc23)C1 (centres undefined) ?
LmPK inhibitor: 0%; AMA1 RON2 block: -8%; CHX counter: -3; Shiga toxin inh: 82; TbPYK inhibitor: -1%; Pf growth 48h: -7%

What do the screens show for `O=C(NCC1CCCO1)c1ccc2c(=O)n(CCc3ccccc3)c(=O)[nH]c2c1` (centres undefined)?
LmPK inhibitor: -6%; AMA1 RON2 block: -6%; CHX counter: -2; Shiga toxin inh: -1; TbPYK inhibitor: 3%; Pf growth 48h: 17%

Results for CSc1ccc(S(=O)(=O)NCC(=O)OCC(=O)N(Cc2ccccc2)C(C)C)cc1[N+](=O)[O-] ?
Pf growth 96h: -1%; AMA1 RON2 block: -18%; TbPYK inhibitor: -4%; Pf growth 48h: -6%

Results for Cc1cc(C(F)F)n2ncc(C(=O)O)c2n1 ?
Pf growth 96h: 96%[activator]; LmPK inhibitor: -3%; AMA1 RON2 block: -2%; CHX counter: 11; Shiga toxin inh: -10; TbPYK inhibitor: 0%; Pf growth 48h: 49%[activator]

Results for O=C(Oc1ccc2c3c(c(=O)oc2c1)CCC3)c1ccco1 ?
LmPK inhibitor: 2%; AMA1 RON2 block: -13%; CHX counter: -1; Shiga toxin inh: 7; TbPYK inhibitor: 4%; Pf growth 48h: inconclusive

What do the screens show for `COc1ccc(/C(N)=N/OC(=O)Cc2ccccc2[N+](=O)[O-])cc1`?
Pf growth 96h: 13µM*; LmPK inhibitor: -3%; AMA1 RON2 block: -4%; CHX counter: 31*; Shiga toxin inh: 40; TbPYK inhibitor: 4%; Pf growth 48h: 7%

Results for O=C(NCc1ccco1)c1ccc(C(=O)NCc2ccco2)s1 ?
LmPK inhibitor: -6%; AMA1 RON2 block: 15%; CHX counter: -12; Shiga toxin inh: -45; TbPYK inhibitor: inconclusive; Pf growth 48h: -8%

What do the screens show for `COc1ccc(-c2cc(C(=O)N3CCN(S(=O)(=O)c4ccc(C)cc4)CC3)[nH]n2)cc1`?
Pf growth 96h: 28%; LmPK inhibitor: -2%; AMA1 RON2 block: 6%; CHX counter: 1; Shiga toxin inh: 6; TbPYK inhibitor: 0%; Pf growth 48h: inconclusive

How did CC(C)C(=O)Nc1cccc(NC(=O)c2cccc(Br)c2)c1 do in these assays?
Pf growth 96h: -23%; LmPK inhibitor: 2%; AMA1 RON2 block: 1%; CHX counter: 8; Shiga toxin inh: 29; TbPYK inhibitor: 1%; Pf growth 48h: 36%[5.75 µM]

What do the screens show for `Cc1cc(N2C(=O)C3CCCN3C2c2sccc2C)no1` (centres undefined)?
Pf growth 96h: -14%; LmPK inhibitor: -1%; AMA1 RON2 block: 9%; CHX counter: 2; Shiga toxin inh: 23; TbPYK inhibitor: -1%; Pf growth 48h: 13%

What do the screens show for `Nc1nnc(Cc2ccc(Cl)cc2)s1`?
LmPK inhibitor: -3%; AMA1 RON2 block: 11%; CHX counter: -3; Shiga toxin inh: -2; TbPYK inhibitor: 2%; Pf growth 48h: 0%

What do the screens show for `Cc1ccc(OCCOC(=O)c2sc(=S)n(C)c2C)cc1`?
Pf growth 96h: inconclusive; LmPK inhibitor: 6%; AMA1 RON2 block: inconclusive; CHX counter: 3; Shiga toxin inh: -1; TbPYK inhibitor: -2%; Pf growth 48h: 22%

How did Cc1cc(OCCCN2CCCC2)ccc1Cl do in these assays?
Pf growth 96h: inconclusive; LmPK inhibitor: 0%; AMA1 RON2 block: 10%; CHX counter: -4; Shiga toxin inh: 23; TbPYK inhibitor: 1%; Pf growth 48h: 114%[activator]

What do the screens show for `CC1=C(C(=O)OCc2ccccc2)C(c2cccc3ccccc23)NC(=O)N1CCCC(=O)O` (centres undefined)?
Pf growth 96h: inconclusive; AMA1 RON2 block: 4%; TbPYK inhibitor: 23%; Pf growth 48h: inconclusive

How did COc1cc(NC(=O)Cc2ccccc2)ccc1NC(=O)c1ccco1 do in these assays?
Pf growth 96h: inconclusive; LmPK inhibitor: -2%; AMA1 RON2 block: -3%; CHX counter: 14; Shiga toxin inh: 19; TbPYK inhibitor: -3%; Pf growth 48h: 36%[activator]

Results for Cc1snc(S(=O)(=O)/C(C#N)=N/Nc2cccc(C(F)(F)F)c2)c1C#N ?
Pf growth 96h: -33%; LmPK inhibitor: 1%; AMA1 RON2 block: -11%; CHX counter: -2; Shiga toxin inh: 15; TbPYK inhibitor: 3%

What do the screens show for `CCOc1ccccc1NC(=O)COC(=O)c1cc(C(=O)OC)cc([N+](=O)[O-])c1`?
Pf growth 96h: 46%[activator]; LmPK inhibitor: -2%; AMA1 RON2 block: -14%; CHX counter: -2; Shiga toxin inh: -7; TbPYK inhibitor: 3%; Pf growth 48h: 16%

How did Nc1cc(N)nc(SCC(=O)Nc2cccc(S(=O)(=O)N3CCCCC3)c2)n1 do in these assays?
Pf growth 96h: inconclusive; AMA1 RON2 block: 2%; TbPYK inhibitor: 0%; Pf growth 48h: inconclusive

What do the screens show for `Cc1nn(Cc2ccc(F)cc2)c(Cl)c1/C=N/NC(=O)c1cccnc1`?
Pf growth 96h: 3%; LmPK inhibitor: 0%; AMA1 RON2 block: -2%; CHX counter: 5; Shiga toxin inh: 22; TbPYK inhibitor: 5%; Pf growth 48h: 2%

What do the screens show for `Cc1c(C(=O)c2ccccc2C(=O)O)sc2ccccc12`?
Pf growth 96h: 0%; LmPK inhibitor: 2%; AMA1 RON2 block: 18%; CHX counter: -1; Shiga toxin inh: -7; TbPYK inhibitor: -10%; Pf growth 48h: -1%

What do the screens show for `CCN(c1ccccc1)S(=O)(=O)c1cc(CN2C(=O)c3cccnc3C2=O)ccc1OC`?
Pf growth 96h: inconclusive; LmPK inhibitor: 0%; AMA1 RON2 block: 22%; CHX counter: 5; Shiga toxin inh: -4; TbPYK inhibitor: -3%; Pf growth 48h: 28%

What do the screens show for `CCC(=O)Nc1ccc2c(c1)nc(CCN1CCC(C)CC1)n2C`?
Pf growth 96h: 25%; LmPK inhibitor: -2%; AMA1 RON2 block: 12%; CHX counter: -1; Shiga toxin inh: -2; TbPYK inhibitor: 2%; Pf growth 48h: 18%

How did CC1C(=O)Nc2ccccc2N1C(=O)C1CC1 (centres undefined) do in these assays?
Pf growth 96h: 2%; LmPK inhibitor: -3%; AMA1 RON2 block: 0%; CHX counter: -3; Shiga toxin inh: -8; TbPYK inhibitor: 5%

What do the screens show for `CSc1ccc(OCC(=O)Nc2ccc(N3CCOCC3)c(Cl)c2)cc1`?
Pf growth 96h: inconclusive; LmPK inhibitor: 2%; AMA1 RON2 block: -7%; CHX counter: -3; Shiga toxin inh: 1; TbPYK inhibitor: -7%; Pf growth 48h: -16%

How did COC(=O)c1cc(Cl)c(NC(=O)/C=C/c2ccc(OC)cc2)cc1OC do in these assays?
Pf growth 96h: -4%; LmPK inhibitor: -2%; AMA1 RON2 block: 5%; CHX counter: -1; Shiga toxin inh: -11; TbPYK inhibitor: -14%; Pf growth 48h: 8%

Results for Cc1cccc(-c2noc(CCCC(=O)Nc3ccc(C(N)=O)cc3)n2)c1 ?
Pf growth 96h: -29%; LmPK inhibitor: 7%; AMA1 RON2 block: 1%; CHX counter: -2; Shiga toxin inh: -17; TbPYK inhibitor: 3%

What do the screens show for `CCN1/C(=C/C(C)=C/c2sc3ccccc3[n+]2CC)Sc2ccccc21`?
Pf growth 96h: inconclusive; LmPK inhibitor: -14%; AMA1 RON2 block: 28µM*; CHX counter: -9; Shiga toxin inh: -21; TbPYK inhibitor: inconclusive; Pf growth 48h: inconclusive

How did CCOC(=O)c1[nH]c2ccc(Br)cc2c1NC(=O)CCN1CCOCC1 do in these assays?
Pf growth 96h: inconclusive; LmPK inhibitor: 6%; AMA1 RON2 block: -4%; CHX counter: -1; Shiga toxin inh: -12; TbPYK inhibitor: 5%; Pf growth 48h: 23%

Results for Cc1ccccc1S(=O)Cc1ccc(C(=O)NC2CCN(Cc3ccccc3)CC2)o1 (centres undefined) ?
Pf growth 96h: inconclusive; LmPK inhibitor: -19%; AMA1 RON2 block: -8%; CHX counter: -11; Shiga toxin inh: -9; TbPYK inhibitor: 4%; Pf growth 48h: -9%

Pulled by structure from the entries so far:
Results for Cc1cccc(-c2noc(CCCC(=O)Nc3ccc(C(N)=O)cc3)n2)c1 ?
Pf growth 96h: -29%; LmPK inhibitor: 7%; AMA1 RON2 block: 1%; CHX counter: -2; Shiga toxin inh: -17; TbPYK inhibitor: 3%

How did COc1cc(NC(=O)Cc2ccccc2)ccc1NC(=O)c1ccco1 do in these assays?
Pf growth 96h: inconclusive; LmPK inhibitor: -2%; AMA1 RON2 block: -3%; CHX counter: 14; Shiga toxin inh: 19; TbPYK inhibitor: -3%; Pf growth 48h: 36%[activator]

What do the screens show for `CCOc1ccccc1NC(=O)COC(=O)c1cc(C(=O)OC)cc([N+](=O)[O-])c1`?
Pf growth 96h: 46%[activator]; LmPK inhibitor: -2%; AMA1 RON2 block: -14%; CHX counter: -2; Shiga toxin inh: -7; TbPYK inhibitor: 3%; Pf growth 48h: 16%
